Screening results: PubChem BioAssay, several laboratories
HSF-1 act: HSF-1 activators, primary screen, NIH3T3-HGL cells, MG132 stress, luminescence, single point; AID 504408, 2011; NIH3T3-HGL HSF-1 luciferase reporter, 8 h; 100% = twice DMSO control signal; activation, % at 9 µM; hit rate 1.7% among 300,000;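 active means mean replicate activation of at least 50% with a set share of replicates each reaching 50%; inconclusive means only one of those two conditions met; inactive means mean below 50% and too few replicates reaching it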;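 further: 0% = median of the neutral control wells and 100% = twice that signal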
PolyA inhibitor: polyadenylation inhibitors in yeast reporter cells, primary screen, luminescence, S. cerevisiae. hit rate 0.02% among 300,000. S. cerevisiae SKY197-pL101 polyadenylation reporter, beta-gal luminescence; efflux-impaired pdr1/pdr3 knockout yeast; score 100 = 6 SD above DMSO. calls only at 12 µM. AID 1875, 2009;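 active means lowest replicate activity score at least 50, where 100 means six control SD above control mean; inconclusive means lowest score under 50 but half or more replicates reach 50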;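 further: yeast exposed to compound for 9 h at 30 °C; higher score means more reporter readthrough which indicates perturbed polyadenylation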
AI-2 QS modul: Vibrio harveyi AI-2 quorum sensing modulators, primary screen, JMH597 strain, luminescence/OD600 ratio. hit rate 0.4% among 300,000. activity change, % at 7.5 µM. Vibrio harveyi JMH597 AI-2 luminescence/OD600 ratio, 9 h; stronger effect = lower value; strain lacks LuxN and CqsS sensors; 0 = neutral-control median; in the data active means activity change below about -75%, passing the limit was not always enough; inconclusive means no clear call, values can overlap the other calls;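 further: luminescence divided by OD600 gain over 9 h not by final OD600 alone; inactives centre near 13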
HDAC3 inhib: HDAC3 deacetylase inhibitors, primary screen, biochemical, fluorescence, cell-free homogeneous | Histone deacetylase 3 (Homo sapiens), O15379 | recombinant HDAC3, fluorogenic peptide/trypsin coupled | hit rate 0.15% among 320,000 | inhibition, % at 8.3 µM; in the data active means inhibition above about 26%, passing the limit was not always enough; inconclusive means no clear call, values can overlap the other calls
Target sequence (O15379 whole entry, looked up): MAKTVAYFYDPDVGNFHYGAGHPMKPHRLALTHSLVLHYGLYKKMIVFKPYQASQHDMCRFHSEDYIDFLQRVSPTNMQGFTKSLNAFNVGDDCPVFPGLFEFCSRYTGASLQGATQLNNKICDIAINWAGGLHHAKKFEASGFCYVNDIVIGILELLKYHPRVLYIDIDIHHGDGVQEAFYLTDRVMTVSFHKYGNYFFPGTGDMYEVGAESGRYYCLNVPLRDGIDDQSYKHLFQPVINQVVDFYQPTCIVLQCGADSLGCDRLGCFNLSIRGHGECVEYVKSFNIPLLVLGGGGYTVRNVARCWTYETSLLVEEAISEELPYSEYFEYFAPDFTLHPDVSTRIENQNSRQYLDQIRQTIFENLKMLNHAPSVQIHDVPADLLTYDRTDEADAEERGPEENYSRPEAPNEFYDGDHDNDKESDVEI
Platelet DG rel: inhibitors of platelet dense granule secretion, primary screen, cell-based, MLPCN, human platelets | human platelet-rich plasma, SFLLRN dense granule ATP release, luminescence | hit rate 0.22% among 300,000 | inhibition, %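 (compounds screened at 7.5 µM in platelet-rich plasma)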;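 active means mean replicate score, as percent of positive control, at or above 50; inconclusive means mean below 50 but at least one replicate at or above 50; inactive means mean and every replicate below 50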
GSK3B inh: human GSK3beta kinase inhibitors, primary screen, biochemical, cell-free homogeneous, HTS; GST-GSK3beta kinase, ADP-Glo luminescence, 60 min; stronger effect = lower value; activity score (negative = inhibition), % at 10 µM; hit rate 0.038% among 300,000; AID 2097, 2009;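 active means more than half of replicate wells score below -50%, meaning over 50% inhibition versus plate controls; inconclusive means some replicates but at most half score below -50%; inactive means no replicate scores below -50%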;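 further: 0% = median DMSO wells and -100% = median GW8510 positive control wells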
Target sequence (P49841 whole entry, looked up): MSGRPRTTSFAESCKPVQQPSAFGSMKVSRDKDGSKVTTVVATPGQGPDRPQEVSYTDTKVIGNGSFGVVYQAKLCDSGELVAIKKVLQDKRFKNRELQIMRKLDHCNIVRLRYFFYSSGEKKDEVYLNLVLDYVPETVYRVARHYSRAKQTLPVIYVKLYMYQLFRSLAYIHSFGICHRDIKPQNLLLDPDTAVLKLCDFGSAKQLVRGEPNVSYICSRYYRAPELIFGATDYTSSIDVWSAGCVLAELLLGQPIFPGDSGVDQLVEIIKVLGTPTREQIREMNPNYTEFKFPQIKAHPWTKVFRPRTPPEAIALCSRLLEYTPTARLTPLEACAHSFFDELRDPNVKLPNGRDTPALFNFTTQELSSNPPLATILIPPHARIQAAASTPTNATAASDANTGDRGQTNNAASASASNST
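Assay system: GST-tagged human GSK3beta kinase, cell-free; Input: 1.6 ng GSK3beta; Medium: Tris/MgCl2 kinase buffer; Timing: 60 min enzyme reaction, room temperature; Signal: ADP-Glo luminescence quantifying ADP generated by kinase; Evaluation: score relative to plate controls; Benchmarks: DMSO neutral wells and GW8510 at 20 µM as positive.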
DYRK1A inh: rat Dyrk1A kinase inhibitors, primary screen, biochemical, single point, plate reader; Dual specificity tyrosine-phosphorylation-regulated kinase 1A (Rattus norvegicus), Q63470; ADP-Glo luminescence, NFATc1 peptide; inhibition, % at 12.5 µM; hit rate 0.43% among 310,000; in the data active means inhibition above about 50%;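 further: plate controls were vehicle with enzyme for no effect and no enzyme for full effect; many of its hits are not listed in these tables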
HSP90 refold inh: HSP90 inhibitors, primary screen, cell lysate, luminescence; Rabbit reticulocyte lysate, luciferase refolding luminescence, 3 h; hit rate 0.91% among 290,000; Heat shock protein HSP 90 (rabbit reticulocyte lysate; luciferase refolding); AID 1789, 2009; inhibition, % at 5.6 µM;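 active means inhibition above the screen-wide mean plus 3 SD, computed separately per campaign, cut at about 16% in these data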;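 further: 0% = DMSO wells and 100% = 60 µM geldanamycin wells; inhibitors lower the luminescence because luciferase stays unfolded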
GSK3 alpha inh: blockers of GSK3A enzyme activity – biochemical, luminescence, cell-free homogeneous, HTS, primary screen; Glycogen synthase kinase-3 alpha (Homo sapiens), P49840; GSK-3 alpha kinase, ADP-Glo luminescence, 60 min; inhibition, % at 10 µM; hit rate 0.1% among 320,000; AID 2650, 2010;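 in the data active means inhibition above about 50%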;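 further: GST-tagged GSK-3 alpha with peptide substrate and 25 µM ATP; 0% = DMSO neutral wells and 100% = GW8510 positive control wells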
HSF1 inhib: HSF1 inhibitors in luciferase reporter cells, primary screen, cell-based, NIH3T3, luminescence. NIH3T3-HGL HSE-luciferase, MG132-induced, luminescence 8 h; stronger effect = lower value. hit rate 0.77% among 300,000. activity change, negative = inhibition, % at 7.5 µM (by protocol). AID 2098, 2009;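 active means more than half of replicate wells show activity change below -50%, luminescence cut by over half; inconclusive means some wells, but at most half, below -50%; inactive means no replicate well below -50%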;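 further: luciferase reports HSF-1 transcriptional activity via heat shock element; 0% = median of DMSO wells and -100% = zero luminescence signal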
An asterisk follows results filed as active; i = inactive; ? = inconclusive; . = no result given.

Screens in order – HSF-1 act, PolyA inhibitor, AI-2 QS modul, HDAC3 inhib, Platelet DG rel, GSK3B inh, DYRK1A inh, HSP90 refold inh, GSK3 alpha inh, HSF1 inhib
CC(C)(C)NC(=S)N1CCC(C(=O)c2ccc(Cl)cc2)CC1
 : -17, i, 13, 3, -10, 0, -10, -1, 0, -5
O=C1c2ccccc2C(=O)N1CCCc1c[nH]c2ccc(Cl)cc12
 : 38, i, 6, 1, -1, -1, 1, 0, -2, 8
Cc1ccc(NC(=O)Nc2cccnc2)cc1
 : 13, i, 6, 4, 1, 2, 7, -2, ., -2
Cn1cnnc1SCC(=O)Nc1cccc(S(=O)(=O)N2CCOCC2)c1
 : -10, i, 23, 0, -14, 2, -5, 1, 0, -2
CC(C)C(=O)Nc1nnc(SCC(=O)N2C(C)CCCC2C)s1 (stereo not given)
 : -5, i, 12, 2, -27, 1, -1, 3, -2, -7
CCCCNC(=O)Oc1cc(CCl)on1
 : 4, i, 16, -6, -5, 1, ., -1, 1, 4
O=[N+]([O-])c1cccnc1Sc1ccc(Br)cc1
 : -7, i, 11, 5, 12, -1, ., ., -4, 0
O=C(NC(Cc1c[nH]c2ccccc12)C(=O)O)/C(=C/c1ccc(F)cc1)NC(=O)c1ccccc1 (stereo not given)
 : -9, i, 16, 1, -8, 3, -4, -5, ., -4
Nc1nc(NCC2CCCO2)nc(Nc2ccc(Cl)cc2)c1[N+](=O)[O-] (stereo not given)
 : 6, i, 14, 1, 13, -2, -3, -1, 3, 0
COc1ccccc1NC(=O)CN1CCCCCC1
 : 23, i, ., 4, 2, ., 1, -5, -2, 0
CC1Cc2ccccc2N1Cc1cc(=O)c(OCC(=O)NCCc2ccccc2)co1 (stereo not given)
 : 2, i, 15, 6, -1, 0, 0, ., 0, -6
C/C(=N\NS(C)(=O)=O)c1ccc(C)cc1
 : -4, i, 9, -5, 1, 2, 1, -3, -5, -5
CC(=O)N1CCN(S(=O)(=O)c2cccc(C(=O)Nc3ccc(F)c(F)c3)c2)CC1
 : -9, i, 26, 8, 6, -3, -4, -4, 0, 5
CCC(O)C1CCN(Cc2cn(-c3ccc(OC)cc3)nc2-c2cccc(F)c2)CC1 (stereo not given)
 : 16, i, 11, -16, -6, -4, 0, 2, -4, 12
O=C(CN1CCCCC1)N1CCN(S(=O)(=O)c2ccccc2)C1
 : -2, i, 27, 1, 0, 1, -3, 0, -1, -10
Cc1nc(NCc2ccco2)c2oc3ccccc3c2n1
 : 6, i, -27, 6, 1, -17, 10, -3, 0, -5
C/C(=N/NS(=O)(=O)c1ccc(C)cc1C)c1c[nH]c2ccccc12
 : -6, i, 2, ?, 6, -3, 16, -9, -4, -5
O=C(NCCCN1CCCC1=O)C1CCN(S(=O)(=O)N2CCOCC2)CC1
 : -11, i, 14, ., -3, 1, -3, 0, ., -3
O=C(Nc1cccnc1)c1cc([N+](=O)[O-])ccc1Cl
 : -12, i, 41, -5, 0, -2, 2, -2, 1, -9
CC(C)CNC(=O)c1coc(=O)c(Br)c1
 : 18, i, 15, 4, -5, -1, -4, 7, 11, 10
COc1cccc(/C=C/C(=O)c2ccc(C)c([N+](=O)[O-])c2)c1
 : 49, i, 7, -6, 2, 1, -9, -4, -1, 10
CCCc1cc(=O)[nH]c(SCC(=O)c2ccc(S(=O)(=O)N3CCCC3)cc2)n1
 : -4, i, 27, 4, 3, 2, 7, 2, -2, -5
N#Cc1ccccc1CSc1ccc(-c2nc3ccccc3[nH]2)cn1
 : 49, i, 15, 0, 3, 0, ., 5, -5, 23
Cc1c(C(=O)Nc2ccc(F)cc2)sc2ncn(CC(=O)N3CCCCC3)c(=O)c12
 : -64, i, 26, 6, 6, -2, 0, -5, 1, -55*
CCOC(=O)COc1ccc([N+](=O)[O-])cc1
 : 9, i, 6, -8, -6, 0, 0, 7, 0, 4
Cc1cc(C)n(-c2c(F)c(F)c(CO)c(F)c2F)n1
 : -8, i, 30, -5, -6, 2, -1, 2, 0, -4
CCOC(=O)Cc1csc(NC(=O)CSc2nccn2C)n1
 : 17, i, 18, ., 2, -4, -2, 2, -4, 4
O=c1[nH]cnc2c1C1(CCCC1)Cc1ccccc1-2
 : 3, i, 27, 9, 0, 0, 10, 4, 4, 5
O=S(=O)(c1ccc(NC(=S)Nc2ccccc2)cc1)N1CCOCC1
 : 15, i, 20, -1, 4, 0, 4, 1, 2, 10
Cc1[nH]nc(N=CC2=C(O)CC(c3ccco3)CC2=O)c1-c1ccc(Cl)cc1 (stereo not given)
 : 3, i, -4, ?, 5, 1, 1, 2, -1, 2
COc1ccc(/C=N/NC(=O)c2cc(-c3cccn3C)n[nH]2)cc1OC
 : -67, i, 108, 6, -4, -3, 4, -1, 2, ?
O=C(CN1CCOCC1)N/N=C/c1ccco1
 : 11, i, 9, 1, -1, 1, -3, 3, -1, -9
Cc1ccc(OCC(=O)Nc2sc3c(c2C#N)CC(C)(C)NC3(C)C)cc1
 : -1, i, 29, -1, -3, 2, ., -4, -2, -1
CCCN1CCN(C(=S)Nc2ccccc2C(F)(F)F)CC1
 : -14, i, 18, ?, -3, 2, 1, 1, 1, -5
Cc1ccc(S(=O)(=O)NCCC(=O)NC2CCCC2)cc1
 : 10, i, ., 1, 13, ., 0, 1, -3, -5
CCCCP(=O)(CCCC)CCP(=O)(c1ccccc1)c1ccccc1
 : 0, i, 43, 2, -6, 2, -6, 2, -2, 3
O=C(/C=C/c1ccccc1)C1=C(O)C(=O)N(CCO)C1c1ccc2c(c1)OCO2 (stereo not given)
 : -5, i, 45, 6, -2, -6, 2, 5, 2, -3
CCCC(=NCCc1c(C)[nH]c2ccccc12)C1=C(O)CC(c2ccccc2)CC1=O (stereo not given)
 : -13, i, -2, -4, 5, 3, -8, 0, -19, -5
O=C(NCc1ccccc1)c1ccc(C(=O)N(C2CCCCC2)C2CCCCC2)cc1
 : -13, i, 44, ?, -10, 2, 4, 7, -7, -1
COc1ccc(C2C(C#N)=C(N)Oc3c2oc(CO)cc3=O)c(OC)c1OC (stereo not given)
 : -3, i, 12, 4, 1, 1, 1, -2, -1, -2
O=C(Oc1cccc(N2C(=O)CCC2=O)c1)C1CC(=O)N(c2ccc(Br)cc2)C1 (stereo not given)
 : 4, i, 24, -3, -2, -1, -1, -1, -1, 1
C=CCn1c(C(CCC(C)C)CC(C)(C)O)n[nH]c1=S (stereo not given)
 : -20, i, 23, 9, -5, 1, -5, 0, 3, -9
CN1CCN(c2nc(-c3ccc(Br)cc3)nnc2-c2ccccc2)CC1
 : -5, i, 12, 11, -11, -14, 9, 3, 1, 8
Cn1cnc2c(oc3ccccc32)c1=O
 : 1, i, 3, 1, 6, -6, ., ., 1, -6
CCOC(=O)C1CCCN(Cc2cc(=O)oc3cc(C)c(C(C)C)cc23)C1 (stereo not given)
 : 4, i, 6, 6, 3, -2, 6, 3, 2, 1
Cn1cccc1/C=N/NC(=O)c1sc2ccccc2c1Cl
 : 45, i, 5, 4, 2, -2, 29, -3, 0, 16
COc1ccc(-c2noc(CN(C)C(=O)c3ccoc3C)n2)cc1
 : 18, i, 15, 2, 0, -1, ., -1, -1, 4
Cn1c(N2CCCC2)nc2c1c(=O)n(Cc1cccc(F)c1)c(=O)n2C
 : -5, i, 21, 11, -4, 2, 1, 0, -2, -7
OCCNCc1ccc(OCc2ccc(Cl)cc2Cl)cc1
 : 26, i, 16, 5, 5, -2, 3, 2, 8, 17
Cn1nnnc1SCC1=C(C(=O)O)N2C(=O)C(NC(=O)Cn3nc(C(F)F)cc3C3CC3)C2SC1 (stereo not given)
 : -3, i, -1, 5, 14, -3, 6, -1, 0, -1
Cc1cccc(C(=O)NCC(=O)N2CC(=O)Nc3ccccc32)c1
 : -63, i, 33, 1, 2, -1, -3, 2, -2, -51*
COc1ccc(C(C(=O)NC2CCCC2)N(Cc2cccnc2)C(=O)Cc2cccs2)c(OC)c1 (stereo not given)
 : 8, i, 11, 2, 7, -6, 0, 0, -2, 1
C/C(CC(=O)NCc1ccco1)=N\NC(=O)c1ccc(Cl)cc1Cl
 : -3, i, 36, -1, 9, 0, 11, 1, -2, -2
CCOc1c(OC(C)=O)ccc(/C=C/c2ccc3cccc(OC(C)=O)c3n2)c1[N+](=O)[O-]
 : 42, i, 14, 13, 9, 2, 0, -5, -5, 16
CCCn1nnc(NC(=O)c2cccnc2Cl)n1
 : -1, i, 3, 1, -6, 0, -6, -2, -5, 1
C#CCOCCOCCOCCNc1nc(N2CCN(C(=O)C([C@@H](C)CC)n3cc(C(N)COC(=O)C(F)(F)F)nn3)CC2)nc(N2CCN(C(=O)[C@H](CCCCN)n3cc(C(N)[C@H](C)CC)nn3)CC2)n1 (stereo not given in full)
 : -5, i, 20, -3, 3, -4, ., ., 6, -4
COC(=O)c1[nH]c2ccccc2c1NC(=O)CN1CCN(C/C=C/c2ccccc2)CC1
 : -10, ., 15, 8, 0, -1, 8, -2, -2, -8

The list is partial; count on the stated rates, not on these rows.
